Source: PubChem BioAssay (several laboratories)
OX1R antag: antagonists of human orexin 1 receptor (OX1R). Orexin/Hypocretin receptor type 1 (Homo sapiens), O43613. OX1R-expressing cells, FRET antagonist read-out. inhibition, % at 6.6 µM. 1.8% of 330,000 active; in the data active = inhibition mostly above about 38%, no sharp cut-off; inactive = mostly below about 40%;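 also: 0% = agonist challenge alone and 100% = reference antagonist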
Target sequence (O43613 whole entry, looked up): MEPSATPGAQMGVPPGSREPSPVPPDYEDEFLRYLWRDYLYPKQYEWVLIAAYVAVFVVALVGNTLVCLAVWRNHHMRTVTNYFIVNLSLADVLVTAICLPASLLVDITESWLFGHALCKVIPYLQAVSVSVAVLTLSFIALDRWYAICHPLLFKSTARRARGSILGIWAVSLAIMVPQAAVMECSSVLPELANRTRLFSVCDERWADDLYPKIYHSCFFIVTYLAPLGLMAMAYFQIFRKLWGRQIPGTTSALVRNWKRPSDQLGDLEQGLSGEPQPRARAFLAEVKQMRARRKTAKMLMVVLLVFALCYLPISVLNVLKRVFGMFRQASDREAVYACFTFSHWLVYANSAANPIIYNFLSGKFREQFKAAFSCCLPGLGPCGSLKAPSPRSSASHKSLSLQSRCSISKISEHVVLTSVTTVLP
STK33 kinase inh: inhibitors of purified STK33 kinase, primary screen, biochemical, ADP-Glo luminescence, homogeneous, cell-free. MBP phosphorylation. 0.073% of 320,000 active. Serine/threonine-protein kinase 33 (Homo sapiens), Q9BYT3. inhibition, % at 10 µM. AID 2661, 2010;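 active = inhibition at or above 25%, using the most active replicate where run in duplicate; inactive = inhibition below 25%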
Target sequence (Q9BYT3 whole entry, looked up): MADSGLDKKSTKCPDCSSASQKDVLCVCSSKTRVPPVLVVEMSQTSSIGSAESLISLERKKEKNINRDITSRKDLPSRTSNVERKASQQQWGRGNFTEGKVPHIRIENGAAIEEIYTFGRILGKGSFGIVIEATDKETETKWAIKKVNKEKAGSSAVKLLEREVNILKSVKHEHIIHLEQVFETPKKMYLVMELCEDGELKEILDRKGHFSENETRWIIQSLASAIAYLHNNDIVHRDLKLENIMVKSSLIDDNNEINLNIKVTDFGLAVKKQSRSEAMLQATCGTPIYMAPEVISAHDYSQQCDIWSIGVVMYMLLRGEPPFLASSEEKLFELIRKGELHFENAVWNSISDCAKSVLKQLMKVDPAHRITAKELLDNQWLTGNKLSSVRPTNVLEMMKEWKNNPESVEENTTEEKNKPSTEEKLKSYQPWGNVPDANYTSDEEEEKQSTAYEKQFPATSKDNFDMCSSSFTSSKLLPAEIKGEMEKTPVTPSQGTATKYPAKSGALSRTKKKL
KCNQ2 inh: KCNQ2 potassium channel inhibitors, primary screen, cell-based, CHO-K1, FluxOR thallium flux, B-score (AID 2156) | B-score at 10 µM | 1.1% of 310,000 active | Potassium voltage-gated channel subfamily KQT member 2 (Rattus norvegicus), O88943 | 20 min; stronger effect = lower value;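 active = fluorescence ratio B-score at most minus 3 library SDs, with starting brightness B-score within 2 library SDs, cut at about -5.5 in these data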
* = called active by the depositor; i = inactive; nt = no result given.

OX1R antag	mol	STK33 kinase inh	KCNQ2 inh
18.9	Cc1nc(Nc2ccc(O)cc2)c2c3c(sc2n1)CCCC3	0.4	i
5.5	O=C(Nc1ccc2c(c1)OCCO2)C(c1ccc(F)cc1)N1CCCCC1 (stereo not drawn)	1.3	i
6.8	C=C(C)COc1ccc2c(CC)cc(=O)oc2c1C	-1.3	i
15.4	O=C1/C(=C\Nc2ccccc2)CCN1c1ncccn1	-0.8	i
11.4	CCN1CCN(C(=S)Nc2ccc3nc(N4CCN(CC)CC4)cc(C)c3c2)CC1	-0.8	i
12.8	CCc1ccccc1NC(=S)N(CCCN1CCOCC1)Cc1ccccn1	-0.7	i
20.8	Cc1nc2ncnn2c(C)c1Cc1ccc(Cl)cc1	-3.0	i
13.1	CCOC(=O)c1c(NC(C)=O)sc2c(OCCN(CC)CC)c(Br)ccc12	3.0	i
10.4	Cc1ccc(S(=O)(=O)/N=C(\Nc2cccc(C)c2)Nc2nc(C)cc(C)n2)cc1	-1.2	i
16.7	COc1cccc(C(=O)COC(=O)CCCC(=O)NC2CCCCC2)c1	-0.6	i
6.2	COc1c(C)cc(Br)cc1C(=O)Nc1ccccc1N1CCN(C(=O)c2ccccc2)CC1	-0.3	i
8.1	Cc1c(C(=O)OC2CCCCC2)[nH]c2c1C(=O)CC(C)(C)C2	-1.9	i
58.5	CSc1nc2ccc(S(=O)(=O)NC3CCCCC3)cc2s1	0.7	i
7.6	S=C1SCN(Cc2ccco2)CN1Cc1ccco1	-1.4	i
19.5	O=c1cc(CSc2ccc(Cl)cc2)nc(-c2ccncc2)[nH]1	0.6	i
39.6	CCN(c1ccc(OC)cc1)S(=O)(=O)c1nnc(NC(=O)c2ccccc2Cl)s1	-3.4	i
-0.7	CC(=O)OC(C(=O)n1nc(C)cc1C)c1ccccc1 (stereo not drawn)	0.2	i
18.4	O=C(NCc1cccc(OC(F)(F)F)c1)C1CCC(=O)N(Cc2cccc(F)c2)C1 (stereo not drawn)	-1.5	i
19.6	COc1ccc2c(c1)c1ncn(CCN3CCNCC3)c(=O)c1n2C	1.3	i
11.3	CC(OC(=O)C1CCCCC1)c1nc2ccccc2[nH]1 (stereo not drawn)	-0.8	i
18.1	Cn1c(SCc2ccc(Cl)cc2)nnc1-c1ccc2nonc2c1	-0.8	i
22.6	O=C(NCC(=O)N(Cc1ccccc1)C(C(=O)NC1CCCC1)c1ccncc1)c1ccco1 (stereo not drawn)	-1.3	i
14.2	c1ccc(-c2cnnc(N3CCCCC3)n2)cc1	-0.3	i
96.6*	CC[n+]1ccc(/C=C2\Sc3ccccc3N2CCCS(=O)(=O)[O-])c2ccccc21	-0.1	i
-1.7	CCOc1ccccc1CNC(=O)c1ccc(NC(=O)C2=CSCCO2)cc1	0.1	i
20.0	COC(=O)[C@@H](NC(=O)O[C@@H]1C(=O)c2cc(Br)ccc2O[C@H]1c1cccc(OC)c1)C(C)C	-1.2	i
9.2	O=C(Nc1ccccc1C(F)(F)F)C1CCCC1	0.0	i
1.6	COc1ccc(C(=O)NNC(=O)c2cccs2)cc1S(=O)(=O)N1CCOCC1	-1.1	nt
-3.6	COc1ccc(-c2ncncc2-c2csc(C)n2)c(O)c1	2.0	i
19.1	O=C(CCNC(=O)N1CC(=O)Nc2ccccc21)NCCc1cccc(F)c1	-1.3	i
58.4	CCCCn1c(=O)[nH]c(=O)c2c1nc(-c1ccc([N+](=O)[O-])cc1)n2CC	1.4	i
17.4	O=C(COc1ccc2ccc(=O)oc2c1)NCCc1c[nH]c2ccc(F)cc12	1.3	i
10.8	NC(=O)c1nsc(C(=O)N(c2ccccc2)C(C(=O)NCc2ccc(F)cc2)c2ccco2)c1N (stereo not drawn)	0.2	i
5.1	Cc1ccc(/C=[N+](/C)[O-])cc1	-0.8	i
21.0	COc1ccc(N2CCCC2)c(NC(=O)c2ccc([N+](=O)[O-])o2)c1	0.6	i
16.1	CCOC(=O)c1[nH]c(C)c(CN(CCc2ccccc2)S(C)(=O)=O)c1C	0.1	i
17.0	COc1ccc(C(=O)NC(=S)Nc2ccc(N3CCN(C(C)=O)CC3)cc2)cc1[N+](=O)[O-]	0.0	i
16.5	COc1ccc(OC)c(N(CC(=O)Nc2ccccc2)S(=O)(=O)c2ccccc2)c1	-1.4	i
2.6	O=C(COC(=O)C1C2CC3OC(=O)C1C3C2)Nc1ccc(Br)cc1 (stereo not drawn)	-1.3	i
11.1	CCOC(=O)c1cc2sc(C)cc2n1CC(=O)N1CCc2ccccc21	-1.9	i
-5.8	CCC(=O)N1CCCn2c1nc1ccccc12	0.0	i
30.9	COc1ccc(Cl)c(Cn2c(NCc3ccco3)nc3c2c(=O)n(C)c(=O)n3C)c1	-1.5	nt
7.4	Cc1cc(C(=O)N2CCN(C(=O)C3CCCO3)CC2)no1 (stereo not drawn)	-2.8	i
nt	COc1cc(OC)c(C(=O)OCCCOC(=O)c2cc(OC)c(OC)cc2OC)cc1OC	-0.2	i
7.0	Cc1cccc(-c2nc(CSc3nc4c(c(=O)[nH]3)CCC4)c(C)o2)c1	0.5	i
17.4	O=C(Nc1ccccc1CC[N+](=O)[O-])N1CCN(c2ccccc2)CC1	0.1	i
1.3	Cc1ccc(OC(C)C(=O)Nc2ccc(S(=O)(=O)Nc3nccs3)cc2)cc1 (stereo not drawn)	0.5	i
0.8	CCOC(=O)c1cnn(-c2ccc(C(F)(F)F)cn2)c1N	1.0	i
17.3	CCOc1ccc(NC(=O)CCC(=O)Nc2cc(OC)c(NC(=O)c3ccco3)cc2OC)cc1	-0.3	i
24.4	O=C(CN1CCOCC1)Nc1ccc2c(c1)OCO2	0.6	i

Additional entries follow.
OX1R antag	mol	STK33 kinase inh	KCNQ2 inh
7.9	COc1cc(OC)cc(C(=O)Nn2cnnc2)c1	-1.9	i
9.0	CC(C)(C)NC(=O)CSc1nsc(SCC(=O)NC(C)(C)C)c1C#N	-0.9	i
6.6	COC(=O)c1ccc(NC(=O)COC(=O)CCC2CCCC2)cc1	-1.0	nt
7.1	COCC(CN1CCN(C2=NS(=O)(=O)c3ccccc32)CC1)OC(=O)c1ccccc1 (stereo not drawn)	-2.6	i
20.4	O=C(CSc1nccn1Cc1ccco1)Nc1ccccc1C(F)(F)F	0.9	i
2.4	Cc1noc(C)c1C(=O)NCC(=O)Nc1ccccc1Br	-0.3	nt
14.0	COc1cccc(NC(=O)CN(C)C(=O)CN2C(=O)NC(C)(c3ccc4ccccc4c3)C2=O)c1 (stereo not drawn)	-0.5	i
-5.7	CCOc1ccccc1C1NC(=O)CCC1[N+](=O)[O-] (stereo not drawn)	-1.5	i
17.8	CC(CCc1ccccc1)NC(=O)c1nnc(Cc2ccc(F)cc2)o1 (stereo not drawn)	-0.3	i
-1.0	COc1ccc(CCNC(=O)c2c[nH]c3ccc(F)cc3c2=O)cc1OC	-0.5	i
4.7	CCN1CCN(C(=O)/C=C/c2cccc(Cl)c2)CC1	-1.5	i
20.3	CC(CCc1ccccc1)NC(=O)Cc1ccc([N+](=O)[O-])cc1 (stereo not drawn)	-1.3	i
5.1	Cc1n[nH]c(C)c1CN(C)C(=O)C1CCC(=O)N(CCc2cccc(F)c2)C1 (stereo not drawn)	-0.1	i
41.3	COc1ccccc1C1C([N+](=O)[O-])=CC([N+](=O)[O-])=CN1C (stereo not drawn)	-0.1	i
4.7	COc1ccc(-c2[nH]ncc2CN2CCCC(C(=O)c3ccc(OC)cc3OC)C2)cc1 (stereo not drawn)	-1.3	i
4.7	CC(C)CC(=O)Nc1ccnn1C1CCN(C(=O)c2ccc(F)cc2Cl)CC1	-0.9	i
2.1	O=C(C[C@@H]1C/C=C\CCCC(=O)OC[C@@H]2CCCN2C1=O)N[C@H](CO)Cc1ccccc1	0.4	nt
11.4	Cc1ccccc1CS(=O)(=O)Cc1ccc(C(=O)NCc2cccnc2)o1	-0.7	i
17.4	COC(=O)c1[nH]c2c(c1C)C(=O)CC(c1cc(OC)ccc1OC)C2 (stereo not drawn)	-0.9	i
-2.6	Clc1cccc(CNCC2CCCO2)c1Cl (stereo not drawn)	-2.0	i
19.6	CN(C)/C=C/C(=O)c1c(F)cccc1F	-1.7	i
50.0	COc1cccc(NC(=O)Nc2ccc(C)c(Cl)c2)c1	8.6	i
16.9	COc1ccc(CCC(=O)Nc2cc(S(C)(=O)=O)ccc2Cl)cc1	0.1	i
-1.6	Cc1ccc(C(=O)NCc2ccc3c(c2)OCO3)cc1S(=O)(=O)N1CCOCC1	-0.2	i
10.8	Cc1onc(-c2c(Cl)cccc2Cl)c1C(=O)N[C@@H]1C(=O)N2[C@@H]1SC(C)(C)[C@@H]2C(=O)O	-2.1	i
10.9	Clc1ccc(OCCCc2nc(-c3cccnc3)no2)c(Cl)c1	0.8	i
14.6	CC1CCN(S(=O)(=O)c2ccc(C(=O)Nc3sccc3C(N)=O)cc2)CC1	-1.6	i
26.2	CC(C)C(=O)NC(=S)Nc1ccc(S(=O)(=O)N2CCCC2)cc1	-3.2	i
7.5	CCOC(=O)CN1C(=O)/C(=C2\SC(=S)N(NC(=O)c3cccnc3)C2=O)c2ccccc21	-4.1	i
10.1	O=C(Nc1cc(C(F)(F)F)ccc1N1CCOCC1)C1=COCCO1	2.3	i
20.9	Cc1ccc(C(=O)/C=C/c2ccccc2)o1	-0.2	i
-6.8	Cc1ccc(Cl)cc1N=C(N)N=C(N)N	-0.8	i
12.5	Cn1nnnc1SCc1nnc(-c2ccc(F)cc2)o1	0.7	i
2.6	C=CCSc1nsc(N)n1	-1.1	i
28.2	O=C(NCC1CCCO1)c1onc(CSc2ccc(Cl)cc2)c1C(=O)O (stereo not drawn)	-0.7	i
4.2	CCC(C)c1ccc(OCC(=O)Nc2cccc(C(=O)Nc3ccc(C(=O)O)cc3)c2)cc1 (stereo not drawn)	-0.9	i
29.8	c1ccc(COc2cccc(CNCc3cccnc3)c2)cc1	-1.0	i
19.4	CC1(C)Cc2c(c(N3CCOCC3)nc3sc(C(=O)N4CCCCC4)c(N)c23)CO1	nt	i
27.3	COCCn1c(C(F)(F)F)ccc(NC(=O)c2ccccc2)c1=O	4.1	i
16.3	CC(C(=O)N1CCOCC1)c1ccc([N+](=O)[O-])cc1 (stereo not drawn)	-1.2	i
7.6	CCOC(=O)C1=C(CP(=O)(c2ccccc2)c2ccccc2)NC(=O)NC1c1ccc(OC)cc1 (stereo not drawn)	nt	i
32.6	COc1ccc(-c2ccc([C@H]3[C@H]4C=CC[C@@H](C)[C@@H]4C(=O)N3Cc3ccccc3)c(F)c2)cc1	-0.1	i
15.5	Cc1ccccc1NC(=O)C1Cc2ccccc2CN1C(=O)c1ccco1 (stereo not drawn)	-0.1	i
5.0	CN1CCc2nc(NC(=O)COc3ccc4ccccc4c3)sc2C1	0.0	i
8.2	CC(=O)Nc1cccc(Oc2ncccc2[N+](=O)[O-])c1	-2.0	i
16.6	COc1ccc(S(=O)(=O)N(C)C)cc1NC(C)C(=O)Nc1cccc(C#N)c1 (stereo not drawn)	-1.6	i
17.1	COc1ccc(C(=O)Nc2ccc(Cl)cc2C(=O)NCCN2CCOCC2)cc1	-0.7	i
-1.0	Cc1ccc(C)c(S(=O)(=O)NCC(c2ccc3c(c2)OCO3)N2CCOCC2)c1 (stereo not drawn)	-1.1	i
6.3	COc1ccc(-n2c(C)nc3cc(C(=O)NCCN4CCOCC4)ccc32)cc1	0.7	i
7.4	Cc1csc(SCC(=O)Nc2ccc(F)cc2Cl)n1	-1.2	nt
9.9	CC1CN(CCOCCSc2ccccc2)CC(C)O1 (stereo not drawn)	-2.7	i
11.7	CCOC(=O)c1oc2ccccc2c1NC(=O)c1ccc(Cl)s1	-0.3	-7.56*
43.1	Cc1ccc(NC(=O)C(C)c2cccc(C(=O)c3ccccc3)c2)cc1O (stereo not drawn)	0.2	i

As a short view, part of the list above.
OX1R antag	mol	STK33 kinase inh	KCNQ2 inh
10.9	Clc1ccc(OCCCc2nc(-c3cccnc3)no2)c(Cl)c1	0.8	i
14.6	CC1CCN(S(=O)(=O)c2ccc(C(=O)Nc3sccc3C(N)=O)cc2)CC1	-1.6	i
26.2	CC(C)C(=O)NC(=S)Nc1ccc(S(=O)(=O)N2CCCC2)cc1	-3.2	i
7.5	CCOC(=O)CN1C(=O)/C(=C2\SC(=S)N(NC(=O)c3cccnc3)C2=O)c2ccccc21	-4.1	i
10.1	O=C(Nc1cc(C(F)(F)F)ccc1N1CCOCC1)C1=COCCO1	2.3	i
20.9	Cc1ccc(C(=O)/C=C/c2ccccc2)o1	-0.2	i
-6.8	Cc1ccc(Cl)cc1N=C(N)N=C(N)N	-0.8	i
12.5	Cn1nnnc1SCc1nnc(-c2ccc(F)cc2)o1	0.7	i
2.6	C=CCSc1nsc(N)n1	-1.1	i
28.2	O=C(NCC1CCCO1)c1onc(CSc2ccc(Cl)cc2)c1C(=O)O (stereo not drawn)	-0.7	i
4.2	CCC(C)c1ccc(OCC(=O)Nc2cccc(C(=O)Nc3ccc(C(=O)O)cc3)c2)cc1 (stereo not drawn)	-0.9	i
29.8	c1ccc(COc2cccc(CNCc3cccnc3)c2)cc1	-1.0	i
19.4	CC1(C)Cc2c(c(N3CCOCC3)nc3sc(C(=O)N4CCCCC4)c(N)c23)CO1	nt	i

Looked up above:
`Cc1noc(C)c1C(=O)NCC(=O)Nc1ccccc1Br` in OX1R antag has 2.4
`O=C(C[C@@H]1C/C=C\CCCC(=O)OC[C@@H]2CCCN2C1=O)N[C@H](CO)Cc1ccccc1` in STK33 kinase inh has 0.4
